HSF1 inh: HSF1 inhibitors in luciferase reporter cells, primary screen, cell-based, NIH3T3, luminescence; NIH3T3-HGL HSE-luciferase, MG132-induced, luminescence 8 h; active compounds read low; activity change, negative = inhibition, % at 7.5 µM (by protocol); AID 2098, 2009; 300,000 compounds, 0.77% hits;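 active means more than half of replicate wells show activity change below -50%, luminescence cut by over half; inconclusive means some wells, but at most half, below -50%; inactive means no replicate well below -50%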;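 further: luciferase reports HSF-1 transcriptional activity via heat shock element; 0% = median of DMSO wells and -100% = zero luminescence signal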
IEC-6 tox: cytotoxicity in IEC-6 intestinal epithelial cells, primary screen, cytotoxicity control for KLF5 inhibitor project, cell-based, luminescence; IEC-6 cytotoxicity, luminescence viability; 290,000 compounds, 0.78% hits; inhibition, % at 5 µM; in the data active means inhibition above about 22%;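 further: 0% = plate median of test compound wells and 100% = cytotoxic reference compound wells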
AI-2 QS mod: Vibrio harveyi AI-2 quorum sensing modulators, primary screen, JMH597 strain, luminescence/OD600 ratio. 300,000 compounds, 0.4% hits. activity change, % at 7.5 µM. Vibrio harveyi JMH597 AI-2 luminescence/OD600 ratio, 9 h; active compounds read low; strain lacks LuxN and CqsS sensors; 0 = neutral-control median; in the data active means activity change below about -75%, passing the limit was not always enough; inconclusive means no clear call, values can overlap the other calls;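 further: luminescence divided by OD600 gain over 9 h not by final OD600 alone; inactives centre near 13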
HDAC3 inh: HDAC3 deacetylase inhibitors, primary screen, biochemical, fluorescence, cell-free homogeneous; Histone deacetylase 3 (Homo sapiens), O15379; AID 2718, 2010; 320,000 compounds, 0.15% hits; inhibition, % at 8.3 µM; recombinant HDAC3, fluorogenic peptide/trypsin coupled; in the data active means inhibition above about 26%, passing the limit was not always enough; inconclusive means no clear call, values can overlap the other calls
Target sequence (O15379 whole entry, looked up): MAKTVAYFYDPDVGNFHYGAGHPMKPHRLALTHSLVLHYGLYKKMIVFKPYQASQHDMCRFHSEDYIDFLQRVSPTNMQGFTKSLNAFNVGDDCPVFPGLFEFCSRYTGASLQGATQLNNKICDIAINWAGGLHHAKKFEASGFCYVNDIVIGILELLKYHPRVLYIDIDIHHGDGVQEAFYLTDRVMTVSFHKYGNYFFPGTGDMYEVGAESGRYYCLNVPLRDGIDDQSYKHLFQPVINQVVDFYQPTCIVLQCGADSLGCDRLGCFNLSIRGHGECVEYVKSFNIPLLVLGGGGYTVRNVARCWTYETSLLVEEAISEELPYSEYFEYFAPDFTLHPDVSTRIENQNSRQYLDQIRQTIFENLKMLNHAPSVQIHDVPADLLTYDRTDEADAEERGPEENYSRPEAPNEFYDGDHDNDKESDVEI
HSP90 inh: HSP90 inhibitors, primary screen, cell lysate, luminescence. 290,000 compounds, 0.91% hits. Rabbit reticulocyte lysate, luciferase refolding luminescence, 3 h. AID 1789, 2009. inhibition, % at 5.6 µM;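 active means inhibition above the screen-wide mean plus 3 SD, computed separately per campaign, cut at about 16% in these data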;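 further: 0% = DMSO wells and 100% = 60 µM geldanamycin wells; inhibitors lower the luminescence because luciferase stays unfolded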
Platelet DG rel: inhibitors of platelet dense granule secretion, primary screen, cell-based, MLPCN, human platelets | human platelet-rich plasma, SFLLRN dense granule ATP release, luminescence | inhibition, %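 (compounds screened at 7.5 µM in platelet-rich plasma)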 | 300,000 compounds, 0.22% hits;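 active means mean replicate score, as percent of positive control, at or above 50; inconclusive means mean below 50 but at least one replicate at or above 50; inactive means mean and every replicate below 50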
KLF5 inh: KLF5 expression inhibitors, primary screen, DLD-1 cells, luminescence. AID 1700, 2009. inhibition, % at 5 µM. DLD-1 KLF5 promoter-luciferase reporter. 290,000 compounds, 0.23% hits;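 active means inhibition above a per-plate limit of that plate's mean compound inhibition plus 3 SD, cut at about 60% in these data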;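 further: 0% = DMSO wells and 100% = LY294002 at 200 µM; higher means less KLF5 promoter-driven luciferase light; inactives centre near -14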
HSF-1 act: HSF-1 activators, primary screen, NIH3T3-HGL cells, MG132 stress, luminescence, single point. NIH3T3-HGL HSF-1 luciferase reporter, 8 h; 100% = twice DMSO control signal. activation, % at 9 µM. 300,000 compounds, 1.7% hits. AID 504408, 2011;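 active means mean replicate activation of at least 50% with a set share of replicates each reaching 50%; inconclusive means only one of those two conditions met; inactive means mean below 50% and too few replicates reaching it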;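 further: 0% = median of the neutral control wells and 100% = twice that signal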
aSyn UTR inh: MLPCN primary screen, SNCA 5' untranslated region; alpha-synuclein 5'UTR reporter, inhibitor activity; inhibition, % (tested at 7.5 µM); 300,000 compounds, 0.82% hits; in the data active means inhibition above about 60%; inconclusive means no clear call, values can overlap the other calls;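 further: H4 neuroglioblastoma cells stably carrying SNCA 5'UTR luciferase fusion; 0% = DMSO wells and 100% = positive control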
HIF activator: HIF pathway transcriptional activators, primary screen, cell-based, U2OS HRE-luciferase, luminescence; U2OS HRE-luciferase reporter; normalized: DMSO 0%, desferrioxamine 100%; activation, % at 7.5 µM (by protocol); 300,000 compounds, 0.32% hits;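 active means mean activation of at least 10% of the iron chelator positive control signal, with at least half of replicates also reaching 10%; inconclusive means mean and replicate majority disagree about reaching 10%; inactive means mean and most replicates under 10%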
* marks the source's active call; other numbers are inactive results; ? = inconclusive; . = no result given.

SMILES	HSF1 inh	IEC-6 tox	AI-2 QS mod	HDAC3 inh	HSP90 inh	Platelet DG rel	KLF5 inh	HSF-1 act	aSyn UTR inh	HIF activator
COc1ccc(S(=O)(=O)NCc2ccc(C(=O)NCCCN3CCCC(C)C3)cc2)cc1 (stereo unspecified)	-7	-5	0	-2	-7	9	-21	-4	10	-0.2
Cc1ccc2c(c1)N(CCCC(=O)NCCC1=CCCCC1)C(=O)CO2	0	2	11	-3	1	3	-28	18	19	0.1
CC(SCc1ccccc1)C(=O)NC1CCCC1 (stereo unspecified)	-2	6	0	-1	0	-7	-25	-12	-5	0.6
COc1ccc(/C=C/C(=O)OCC(=O)Nc2ccc3[nH]c(=O)[nH]c3c2)cc1OC	-11	.	-2	2	.	-7	.	1	8	-0.9
CS(=O)(=O)N1CCN(S(=O)(=O)c2ccccc2[N+](=O)[O-])CC1	-9	-7	20	1	-1	2	-21	1	-6	-0.5
Cc1[nH]c2ccccc2c1C(c1ccccn1)N1CCCC1 (stereo unspecified)	-6	-3	18	.	4	0	-46	8	2	0.2
CC(C)(C)c1ccc(NC(=O)c2cc[n+]([O-])cc2)cc1	-8	11	13	-1	-3	-16	10	4	5	0.4
CCCS(=O)(=O)N1CCN(c2ccccc2F)CC1	-3	-14	27	13	-3	-2	-44	7	3	-0.1
CN(C)Cc1c(O)ccc2occ(C(=O)c3ccccc3)c12	20	-4	25	-8	6	0	-49	16	-17	-0.3
CC1=NN(S(=O)(=O)c2ccc(Cl)cc2Cl)C(=O)c2ccccc2O1	-1	3	6	-3	4	18	-27	-16	10	-0.7
O=C(COc1ccccc1C(=O)NCc1ccccn1)Nc1ccc(Br)cc1	4	0	8	0	-4	4	-19	3	-7	-0.6
Cc1cc(C)c(S(=O)(=O)N(C)c2ccccc2)c(C)c1	5	-2	22	-6	2	-2	-2	-1	18	-0.4
CC1CCN(C2CC(=O)N(c3ccc(Br)cc3Br)C2=O)CC1 (stereo unspecified)	12	-3	31	-2	1	19	-8	-2	6	-0.3
COc1ccc2[nH]c(=O)c(COC(=O)c3ccco3)cc2c1	7	-10	22	10	-2	2	-13	10	18	0.0
COc1ccc(CCN2CC(C(=O)NCc3ccccc3)CCC2=O)cc1 (stereo unspecified)	-3	-2	14	.	0	3	-12	8	-16	0.0
O=c1c2ccccc2nc(-c2ccco2)n1/N=C/c1ccco1	-7	4	10	3	-3	3	-19	4	14	0.2
Cc1ccc(Cn2ccc(NC(=O)c3noc4c3CCCCC4)n2)cc1	14	1	18	4	2	-14	-3	17	-39	0.8
CC(C(=O)NCc1ccccc1)N1C(=O)C2CC=C(Cl)CC2C1=O (stereo unspecified)	-6	-3	20	-9	-1	5	-16	4	15	0.3
Cc1cccn2c(CN(C)CC3CCCCO3)c(C(=O)N3CCCCC3)nc12 (stereo unspecified)	-2	1	7	-4	4	0	-8	-6	10	-0.7
COC(=O)CN(c1ccccc1)S(=O)(=O)c1ccc(F)cc1	14	3	4	-2	0	1	-23	11	8	-0.4

Arranged by SMILES length (rising): part of the list above.
SMILES	HSF1 inh	IEC-6 tox	AI-2 QS mod	HDAC3 inh	HSP90 inh	Platelet DG rel	KLF5 inh	HSF-1 act	aSyn UTR inh	HIF activator
Cc1cc(C)c(S(=O)(=O)N(C)c2ccccc2)c(C)c1	5	-2	22	-6	2	-2	-2	-1	18	-0.4
Cc1ccc(Cn2ccc(NC(=O)c3noc4c3CCCCC4)n2)cc1	14	1	18	4	2	-14	-3	17	-39	0.8
Cc1ccc2c(c1)N(CCCC(=O)NCCC1=CCCCC1)C(=O)CO2	0	2	11	-3	1	3	-28	18	19	0.1

Other results
SMILES	HSF1 inh	IEC-6 tox	AI-2 QS mod	HDAC3 inh	HSP90 inh	Platelet DG rel	KLF5 inh	HSF-1 act	aSyn UTR inh	HIF activator
Cc1nc(C(=O)N(C)C)nn1-c1ccc(Cl)cc1Cl	-2	0	-1	0	0	-4	-14	7	24	-0.3
CCOc1ccc2sc(NS(=O)(=O)c3ccc(N)cc3)nc2c1	-1	1	-7	-10	0	0	-8	-15	7	-0.2
CCN(CC)S(=O)(=O)c1cc(NS(=O)(=O)c2c(Cl)cccc2Cl)ccc1C	-4	2	22	2	4	4	19	-12	5	-0.1
O=C(Nc1ccccc1C(=O)O)c1ccc(NC(=O)c2ccc(Br)o2)cc1	-16	-4	20	7	3	-4	-27	-14	11	1.2
O=C(N/N=C1/CC2C=CCC12)c1ccco1 (stereo unspecified)	2	5	8	2	-4	15	-15	40	-66	2.6
O=C1CCCc2nc(N3CCCCC3)sc21	5	-4	38	6	0	4	-38	12	-61	1.4
CNC(=S)N(CCc1c(C)[nH]c2ccc(C)cc12)Cc1cccs1	16	2	20	3	0	7	-31	28	-10	1.3
COc1cc(NC(=O)c2ccco2)c(C(=O)O)cc1OC	-9	-1	40	6	2	7	-16	0	11	0.0
O=C1CS/C(=N\N=C\c2ccccc2Cl)N1CC1CC1	-1	3	22	4	3	-1	-18	21	4	-0.4
OC[C@H]1O[C@H](OCc2ccccc2)[C@H](O[C@@H]2OC[C@@H](O)[C@H](O)[C@H]2O)[C@@H](O)[C@@H]1O	-2	.	25	1	.	1	.	0	5	-0.2
Cc1ccc(CCN2CC(C(=O)NCCCN3CCCCC3)CC2=O)cc1 (stereo unspecified)	2	-3	5	1	0	-3	-10	-10	13	0.0
O=C(O)C1CCN(c2ccc(Cl)nn2)CC1	-3	-2	16	3	-5	1	-22	14	14	0.0
CCN(CCNC(=O)Cn1cc2c(n1)CCCC2)c1ccccc1	22	-1	20	3	-1	0	6	23	-2	-0.1
O=C(CSc1nccc(-c2cccs2)n1)Nc1cccc(Cl)c1Cl	11	14	6	?	4	2	2	40	29	-0.2
CCCCC(CCCCl)C(=O)Nc1ccccc1 (stereo unspecified)	-1	1	2	-1	1	-3	-1	5	6	-0.6
C=CCN(Cc1nc(-c2ccccc2)no1)C(=O)c1ccoc1C	-1	-8	13	3	-2	-9	0	2	-25	0.0
CC1CN(c2ncnc3c2oc2ccccc23)CC(C)O1 (stereo unspecified)	0	-4	28	0	-1	0	-41	5	-8	1.1
CCC1CCCCN1CCCNC(=O)c1cc2c(=O)oc3ccc(C)cc3c2s1 (stereo unspecified)	6	1	7	-4	8	-15	-18	-13	9	0.0
COc1ccccc1NC(=O)Nc1sccc1-c1nc2ccccc2s1	12	0	1	-3	1	-2	2	14	13	-0.1
CCCC(=O)Nc1sc(C)c(-c2ccc(OC)cc2)c1C#N	.	-2	15	.	0	0	-6	.	6	.
C/C(=N\N=C1\NC(=O)C(Cc2ccccc2)S1)c1ccccc1 (stereo unspecified)	.	2	15	4	-2	1	-19	.	2	-0.2
c1ccc(CSc2nnc3c4ccccc4c4ccccc4c3n2)cc1	-5	4	7	2	-2	3	-2	-9	6	1.3
COc1ccc(CCNC(=O)c2ccc(CS(=O)(=O)c3ccc(C)cc3)o2)cc1OC	2	1	22	0	-4	1	-40	-8	19	-0.2
COc1ccccc1NC(=O)Cn1cnc2c(oc3nc4c(cc32)CCCC4)c1=O	0	-2	31	5	-4	5	-13	7	2	-0.8
COc1ccccc1NC(=O)c1ccc2c(c1)C(=O)N(c1ccccc1OC)C2=O	2	-5	37	-5	-5	11	-22	15	-2	-2.0
O=C(O)c1ccccc1C(=O)Nc1ccc(-n2nccc2C(F)(F)F)cc1	-24	2	12	-3	3	-3	-3	-27	-6	0.9
O=C(/C=C/c1ccc(Cl)cc1Cl)N1CCN(c2ccccc2[N+](=O)[O-])CC1	1	1	13	10	-3	5	-10	-4	21	-0.8
O=C(CN1CCCC1)Nc1ccc(-c2nc3cc(NC(=O)CN4CCCC4)ccc3o2)cc1	13	1	15	-101	2	8	-59	34	-119	13*
CC1CCCN(C(=O)COC(=O)CNS(=O)(=O)c2ccc3ccccc3c2)C1 (stereo unspecified)	-3	.	2	-1	.	-20	.	-2	8	-0.1
O=C(O)c1ccccc1Nc1ccc([N+](=O)[O-])cc1C(=O)O	-3	-6	14	7	-2	-3	-39	-8	-3	14*
O=C(CN1CCN(Cc2ccccc2F)C1=O)NCc1cccnc1	-1	-7	15	-5	-2	-3	-17	-4	16	-0.2
CCN(CCS(=O)(=O)c1ccc(Cl)cc1)C(=O)Nc1ccc(Cl)cc1	4	13	-14	0	-1	2	-21	-3	22	0.1
CC(=O)NNC(=S)NC(=O)c1cccc([N+](=O)[O-])c1	-1	0	18	?	-1	-2	-33	0	28	0.0
CCCCC1=CC2=CC(=O)C(C)(OC(=O)CC)C(=O)C2=CN1CCN1CCOCC1 (stereo unspecified)	-3	.	34	6	.	-6	.	1	0	-0.5
COCCNC(=O)CSc1ccccc1C(=O)NC1CCCc2ccccc21 (stereo unspecified)	1	0	49	0	-2	-1	-13	3	6	-0.2
CCN(CC)S(=O)(=O)c1cccc(C(=O)N[C@H](C(=O)Nc2nc3ccc(F)cc3s2)C(C)C)c1	12	8	15	4	-8	10	-5	24	-83	1.5
CC(C)CCNC(=O)[C@H](CSCc1ccccc1)N1Cc2ccccc2C1=O	-2	0	9	1	1	-21	6	3	7	.
CCCCCCCNC(=O)c1ccc(N2CCC3(CC2)OCCO3)c([N+](=O)[O-])c1	7	4	13	11	-1	8	-28	3	33	-0.2
CCCCNC(=O)CN1C(=O)NC2(CCOc3ccccc32)C1=O (stereo unspecified)	-5	3	21	0	2	-6	4	0	12	1.2
CCn1cc(CCCC(=O)NCc2cccc(OC)c2)c2ccccc21	2	2	35	-7	3	0	-14	-1	13	0.1
Fc1ccc2[nH]c3c(Cl)ncnc3c2c1	27	-1	19	-1	1	2	8	33	2	-1.6
CCOC(=O)N1CCN(C(=O)c2cc3sccc3n2C)CC1	2	3	17	3	1	1	-5	5	16	-0.1
Cc1ccc(CNC(=O)CSc2ncc(C(=O)Nc3ccccc3)c(=O)n2C)cc1	4	.	17	-12	.	-4	.	-19	-8	-0.8
C[N+]1(CC(=O)OCCCc2ccccc2)CCCC1	0	1	0	5	-4	8	-15	0	2	-0.2
COc1ccc(CN2CCN(C(=O)C3CC(=O)N(C4CCCCCC4)C3)CC2)c(OC)c1OC (stereo unspecified)	-6	-4	17	3	1	0	-19	13	-8	-0.5
COc1ccc(C(=O)NC2CCN(C(=S)NCc3ccco3)CC2)cc1	33	-2	18	1	0	8	-34	56*	-15	-0.1
O=C(Nc1ccc(Cl)cc1)C(c1ccccc1)N1CCOCC1 (stereo unspecified)	7	-3	-2	-6	-5	0	2	-19	-9	0.2
CCCOc1ccc(NC(=O)CC2C(=O)N(c3ccc(OCC)cc3)C(=S)N2C2CC2)cc1 (stereo unspecified)	1	5	21	-8	2	-1	-5	8	50	-2.7
COc1ccc(CCNS(=O)(=O)c2ccc(-c3ccc(=O)[nH]n3)o2)cc1OC	-2	7	18	2	-4	-4	-25	11	18	-0.3
